Glioma ERSR ind: inducers of ER stress response in human glioma cells. U87-MG GRP78 promoter luciferase reporter, 16 h. Potency, µM, without a hit: top-dose activation, hits mostly activators. 420,000 compounds, 0.02% hits; further: potency means the concentration at half of the fitted maximal effect; series mostly up to about 76 µM; % of control where 0% means no effect; nearly all actives have a fitted effect of over 35% in size
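Stably transfected U87-MG human glioma cells carrying a GRP78-based luminescent sensor were seeded at 1000 cells/well, pin-dosed with compounds and incubated 16 h. Luciferase reagent was then added, and end-point luminescence was read after 10 min at room temperature.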
Pol kappa inh: DNA polymerase kappa (human) inhibition | Q9UBT6 | purified Pol kappa, fluorescent DNA synthesis assay, 10 min | Potency, µM (highest dose often 107 µM), for the others: at the top dose activity, negative = inhibition, hits mostly inhibitors | 400,000 compounds, 0.53% hits | AID 588579; further: potency means the concentration at half of the fitted maximal effect; on the % scale 0 is the no-effect control and ±100 the full control effect
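Enzyme at 10 nM met test compounds for 15 min at room temperature. Substrate addition (50 nM final) began the reaction, which was monitored by fluorescence at 0 and 10 min.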
POLB inh: DNA polymerase beta (human) inhibition; P06746; Pol beta primer extension/strand displacement, fluorescence kinetic; Potency, µM (highest dose often 114 µM), inactives show at the highest dose activity change, negative = inhibition, actives largely listed as inhibitors; 340,000 compounds, 1.3% hits; further: potency means the concentration at half of the fitted maximal effect; on the % scale 0 is the no-effect control and ±100 the full control effect
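Reaction started by 50 nM substrate onto compound-treated Pol beta (10 nM, 15 min preincubation, room temperature); plates read at 0 min and 10 min. Normalized concentration-effect data fitted by four-parameter Hill equation.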
BLM helicase inh: blocks DNA unwinding by human BLM helicase. P54132. recombinant BLM DNA unwinding, fluorescence dequenching. Potency, µM (titrated, usually from 56.1 µM), for inactives: at the highest dose activity change, negative = inhibition, actives largely listed as inhibitors. 350,000 compounds, 0.2% hits;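 further: potency means the concentration at half of the fitted maximal effect; plate controls were vehicle for no effect and no enzyme for full effect; nearly all actives have a fitted effect of over 35% in size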
Target sequence (P54132 whole entry, looked up): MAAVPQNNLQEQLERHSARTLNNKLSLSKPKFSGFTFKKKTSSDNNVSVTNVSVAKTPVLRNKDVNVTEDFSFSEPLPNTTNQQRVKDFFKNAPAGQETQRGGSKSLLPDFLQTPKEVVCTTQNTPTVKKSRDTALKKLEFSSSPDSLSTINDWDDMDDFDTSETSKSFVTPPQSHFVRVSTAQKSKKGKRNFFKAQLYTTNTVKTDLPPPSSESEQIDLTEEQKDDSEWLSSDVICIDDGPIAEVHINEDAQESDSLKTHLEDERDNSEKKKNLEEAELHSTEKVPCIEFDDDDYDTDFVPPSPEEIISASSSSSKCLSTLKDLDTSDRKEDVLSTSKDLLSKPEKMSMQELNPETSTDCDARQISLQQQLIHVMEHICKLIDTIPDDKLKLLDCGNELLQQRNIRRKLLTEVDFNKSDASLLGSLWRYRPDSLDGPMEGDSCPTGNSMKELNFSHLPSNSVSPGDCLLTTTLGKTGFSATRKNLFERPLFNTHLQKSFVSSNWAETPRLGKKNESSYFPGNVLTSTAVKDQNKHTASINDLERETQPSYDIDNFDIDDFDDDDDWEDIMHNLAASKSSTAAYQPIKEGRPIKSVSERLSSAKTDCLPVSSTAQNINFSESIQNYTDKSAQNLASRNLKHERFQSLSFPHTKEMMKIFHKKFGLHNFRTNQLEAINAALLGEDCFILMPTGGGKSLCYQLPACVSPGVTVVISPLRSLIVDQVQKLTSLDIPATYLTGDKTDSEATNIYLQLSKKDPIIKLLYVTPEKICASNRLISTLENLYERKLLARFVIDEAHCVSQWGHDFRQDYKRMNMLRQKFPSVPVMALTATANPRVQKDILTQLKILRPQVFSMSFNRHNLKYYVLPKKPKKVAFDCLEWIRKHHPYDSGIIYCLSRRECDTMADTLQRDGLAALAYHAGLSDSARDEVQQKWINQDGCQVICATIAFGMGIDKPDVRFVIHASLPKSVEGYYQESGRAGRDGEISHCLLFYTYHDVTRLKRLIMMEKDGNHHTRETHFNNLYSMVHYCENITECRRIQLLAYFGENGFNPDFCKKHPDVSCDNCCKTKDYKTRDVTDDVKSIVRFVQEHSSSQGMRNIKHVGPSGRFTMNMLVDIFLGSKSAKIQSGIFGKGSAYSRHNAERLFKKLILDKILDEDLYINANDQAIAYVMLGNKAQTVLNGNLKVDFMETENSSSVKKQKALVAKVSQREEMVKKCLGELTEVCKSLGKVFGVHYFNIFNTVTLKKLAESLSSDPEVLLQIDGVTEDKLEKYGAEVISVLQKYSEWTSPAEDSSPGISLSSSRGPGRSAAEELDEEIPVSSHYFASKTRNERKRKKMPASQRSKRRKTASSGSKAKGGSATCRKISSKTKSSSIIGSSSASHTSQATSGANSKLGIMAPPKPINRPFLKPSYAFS
LDHA block: LDHA (human) enzyme inhibition; activity change, % (values are at about 110 or 230 µM); P00338; purified LDHA, NADH/diaphorase-resazurin fluorescence; stronger effect = lower value; 480,000 compounds, 0.15% hits; AID 1347041; in the data active means activity change below about -30%; inconclusive means mostly about -25% to -30%;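 further: plate controls were DMSO wells for no effect and wells without enzyme for full effect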
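LDH5 2 nM; NADH 0.06 mM, pyruvate 0.2 mM; 200 mM Tris pH 7.4, EDTA, Tween-20; 5 min RT. Detection: diaphorase 0.133 mg/mL + resazurin 37 µM, fluorescence ex540/em590 at 0 and 20 min; normalized to enzyme-free and DMSO wells.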
POLH inh: DNA polymerase eta (human) inhibition; recombinant Pol eta, fluorescent DNA replication assay; AID 588591; 390,000 compounds, 1.2% hits; Potency, µM (titrated, usually from 114 µM), for the others: at the top dose activity change, negative = inhibition, actives largely listed as inhibitors; Q9Y253; further: potency means the concentration at half of the fitted maximal effect; on the % scale 0 is the no-effect control and ±100 the full control effect
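Fluorescent replication assay: 50 nM final substrate added after a 15 min room-temperature compound preincubation with 10 nM enzyme. Signal taken at 0 min and again at 10 min.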
Anesthetic bind: candidate novel general anesthetic via apoferritin binding. apoferritin/1-aminoanthracene competitive binding, fluorescence. Potency, µM (series often up to 77.5 µM), inactives show at the top dose activity change, negative = displacement, actives largely listed as inhibitors. 350,000 compounds, 0.074% hits. AID 485281; further: potency means the concentration at half of the fitted maximal effect; on the % scale 0 is the no-effect control and ±100 the full control effect; nearly all actives have a fitted effect of over 20% in size
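Horse-spleen apoferritin (10 uM) was mixed with 50% saturated 1-aminoanthracene in PBS, exposed to compounds for 10 min at room temperature, and read for fluorescence (ex 380 nm, em 535 nm). Competitive displacement was fitted with a four-parameter Hill equation.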
POLI inh: blocks human DNA polymerase iota activity | Q9UNA4 | Pol iota fluorescent replication assay, 10 min | Potency, µM (highest dose often 115 µM), for inactives: at the highest dose activity, negative = inhibition, hits mostly inhibitors | 390,000 compounds, 1% hits | AID 588590; further: potency means the concentration at half of the fitted maximal effect
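Pol iota at 10 nM preincubated 15 min with compounds at room temperature; reaction started with fluorescent substrate, 50 nM final. Fluorescence read kinetically at 0 and 10 min; buffer-only wells as negative control.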
APEX1 inh: inhibitors of human APE1 endonuclease; Potency, µM (series often up to 65.8 µM), inactives show at the highest dose activity change, negative = inhibition, usual class: inhibitors; AID 2517; recombinant APE1, TAMRA/BHQ-2 abasic DNA cleavage fluorescence; 350,000 compounds, 0.35% hits; P27695;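 further: potency means the concentration at half of the fitted maximal effect; plate controls were vehicle for no effect and reference inhibitor for full effect; nearly all actives have a fitted effect of over 55% in size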
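Kinetic fluorescence read (525 ex/598 em nm, three reads 60 s apart) of AP-site incision; signal = third minus first read. Enzyme 0.75 nM, dual-labelled THF duplex 50 nM, compound preincubation 15 min RT.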
* hit, by the source's call; ? = inconclusive; / = not tested or not shown; & = joins results of further samples; [ ] = another dose, or the depositor's remark. Unless noted, the call rests on the fitted dose curve; in most records, active means well fitted curve in the direction sought with a large enough effect; inconclusive means small, poorly fitted or top-dose-only effect, or another doubt; inactive means no such curve, though single readings can be large; an effect the other way counts as inactive or inconclusive.

SMILES | Glioma ERSR ind | Pol kappa inh | POLB inh | BLM helicase inh | LDHA block | POLH inh | Anesthetic bind | POLI inh | APEX1 inh
O=C(NCc1ccccn1)c1cccc(S(=O)(=O)N2CCCCC2)c1 | -6.0% | -15.7% | / | / | -10.1 | -5.3% | / | -21.5% | 5.0%
CC(=O)n1cc(CO)c2ccccc21 | -1.9% | 3.7% | 28.3% | -0.7% | -5.5 | -6.0% | -6.0% | 28.7% | 13.4%
CC(C)c1ccccc1OCCCN1CCCC1 | -1.7% | -5.6% | 4.6% | 2.7% | -17.3 | -5.3% | -10.7% | -6.7% | 7.5%
COc1ccccc1C(C#N)c1cccc(Cl)n1 (configuration not stated) | -4.3% | 1.6% | 23.5% | -4.2% | -6.2 | 0.3% | -6.6% | -14.5% | 2.8%
CC(C)NS(=O)(=O)c1ccc2nc(NC(=O)c3cncc(Br)c3)sc2c1 | -1.3% | -9.1%[60.1 µM] | -10.2% | -0.8% | -5.4 | -15.2% | -2.8% | 16.8% | /
Cc1ccccc1-n1c(C)nnc1SCc1nc2ccccc2s1 | 3.1% | -6.7% | 0.9% | 1.9% | 0.5 | -7.9% | ? | -17.4% | 0.1%
CSCCCN1CCCC(CO)(Cc2ccccc2F)C1 (configuration not stated) | -3.0% | -10.2% | 3.1% | -3.2% | 0.3 | -12.5% | -11.0% | -2.9% | -0.1%
O=C(NC1CCCC1)c1ccccc1-c1nc2ccccc2[nH]1 | -1.4% | -0.3% | 16.7% | -1.3% | -1.6 | -3.5% | -0.2% | 1.6% | 0.8%
O=C(c1cccc(-n2cccc2)c1)N1CCN(S(=O)(=O)c2ccc(F)cc2)CC1 | -3.4% | -2.0% | ? | -3.8% | 1.3 | -22.8% | 1.7% | ? | -2.5%
COc1cccc(-c2ccc3nnc(SCC(=O)N4CCCC4)n3n2)c1 | -5.5% | -4.7% | / | / | 0.1 | -1.6% | / | 12.6% | 12.0%
Cn1c(CCNC(=O)c2ccccc2)nc2ccccc21 | 0.4% | 0.6%[60.1 µM] | -1.6% | -8.5% | -3.4 | -4.2% | 1.1% | 22.9% | -1.6%
COCCCN(C(=S)NC(=O)c1ccc(Br)cc1)c1c(N)n(Cc2ccccc2)c(=O)[nH]c1=O | -1.9% | 0.0% | 9.0% | 1.1% | -9.3 | -5.8% | -12.0% | 129.4%[activator] | 2.5%
CCOc1ccccc1CNc1ccc2cc(S(=O)(=O)N3CCC(C)CC3)ccc2n1 | -2.0% | 19.8% | -0.8% | -9.6% | -10.5 | -10.8% | 106.3%[activator] | 10.9% | /
Cc1nc2sc(C(c3ccco3)N3CCN(c4ccc(F)cc4)CC3)c(O)n2n1 (configuration not stated) | -0.1% | 6.4% | 0.8% | -4.5% | 1.7 | -1.4% | -8.0% | 5.8% | 17.9%
O=C(CC12CC3CC(CC(C3)C1)C2)NCC(=O)OCc1cc(=O)oc2ccc3ccccc3c12 | -5.9% | -7.5% | 4.9% | 2.0% | -0.8 | -17.7% | 1.6% | 45.9%[activator] | 5.7%
O=Cc1cccn1-c1ccc2ccccc2c1 | 2.3% | 4.9% | 2.5% | -5.5% | 1.4 | -15.9% | ? | 30.1%[activator] | 5.3%
COc1ccc(C(=S)N2CCN(c3ccccc3Cl)CC2)cc1OC | -4.8% | 3.5% | -1.3% | -7.3% | -6.0 | -10.2% | 6.2% | -21.9% | 6.1%
O=C(OCC(=O)N1CCc2ccccc21)C1CCCN1S(=O)(=O)c1ccc(Cl)cc1 (configuration not stated) | -3.1% | -14.7% | / | / | -7.5 | -18.8% | / | -7.9% | -6.3%
CC(C)n1c(CSCc2ccc(Cl)cc2Cl)n[nH]c1=S | -3.3% | 5.1% | 1.3% | -9.1% | 0.7 | -19.0% | ? | 36.9%[activator] | -3.6%
COc1cccc2c1CCC1CC(=O)CC[C@@]21C (some centres not stated) | 0.5% | -9.7%[60.1 µM] | / | -9.5% | / | / | -2.4% | / | 1.2%

Sorted by the number under APEX1 inh (falling): some entries from above.
compound,Pol kappa inh,BLM helicase inh,POLH inh,Anesthetic bind,POLI inh,APEX1 inh
CC(=O)n1cc(CO)c2ccccc21,3.7%,-0.7%,-6.0%,-6.0%,28.7%,13.4%
O=C(NCc1ccccn1)c1cccc(S(=O)(=O)N2CCCCC2)c1,-15.7%,/,-5.3%,/,-21.5%,5.0%
Cn1c(CCNC(=O)c2ccccc2)nc2ccccc21,0.6%[60.1 µM],-8.5%,-4.2%,1.1%,22.9%,-1.6%

(next part)
SMILES | Glioma ERSR ind | Pol kappa inh | POLB inh | BLM helicase inh | LDHA block | POLH inh | Anesthetic bind | POLI inh | APEX1 inh
CC1=C(c2ccc(F)cc2)[N+](=O)C(C)(C)N1[O-] | -4.6% | -16.2% | 1.8% | -10.5% | 2.7 | 9.9% | -9.3% | 56.7%[activator] | -17.5%
CCC(=O)N1CCc2cc(S(=O)(=O)CCC(=O)Nc3cc(Cl)ccc3OC)ccc21 | 2.4% | -14.2% | 0.1% | -0.1% | 3.3 | -3.9% | -5.8% | -11.1% | /
COc1cccc(C(=O)NCCS(=O)(=O)NCc2ccccn2)c1 | -3.8% | 1.5% | / | / | -5.6 | -4.6% | / | 12.5% | 8.2%
O=C(O)/C=C/C(=O)NCCNc1ncc(C(F)(F)F)cc1Cl | 0.3% | -11.1% | 27.7% | -4.8% | -7.1 | -16.2% | -9.9% | 14.7% | 0.9%
CCOc1ccc(N(C(=O)/C=C/C(=O)Nc2cc(C)on2)C(C(=O)NC2CCCC2)c2ccccc2C)cc1 (configuration not stated) | -0.3% | -17.2% | 18.6% | -4.5% | -3.7 | -22.0% | -14.0% | 13.7% | -9.0%
CCOC(=O)N1CCN(C(=O)C2CCC(CNS(=O)(=O)c3ccc(Cl)cc3)CC2)CC1 (configuration not stated) | -2.5% | -9.9% | 9.4% | 0.1% | -5.8 | -19.8% | -12.7% | -3.2% | -5.0%
Cc1nn(CC(=O)N2CCN(c3ccccc3)CC2)c(=O)c2cccn12 | -3.0%&-2.1% | -13.6%&11.7% | 2.4%&1.8% | 0.7%&-4.7% | -12.8&-2.0 | -10.3%&3.3% | 1.3%&-7.1% | -23.0%&8.5% | -4.0%
O=C1CCN(Cc2ccccc2)CCN1[C@H](CO)Cc1ccccc1 | -2.0%&-0.3%&-3.5% | -21.5%&1.6%&-0.8% | 6.1% | -0.9% | -11.3 | -14.5% | -0.5% | -12.8%&34.5%&24.8% | 16.9%
COc1ccc(C(=O)N2CCCC(CCC(=O)NCc3ccc(F)c(F)c3)C2)o1 (configuration not stated) | 3.6% | 0.3% | 40.5% | -6.4% | -5.3 | -18.5% | -14.0% | 1.5% | -4.6%
C/C(=N/NC(=O)c1ccccc1O)c1ccc(N2C(=O)C3CCCCC3C2=O)cc1 (configuration not stated) | -4.5% | -4.5% | 4.0% | 2.4% | -0.6 | 1.9% | ? | 10.9% | -1.7%
CC1CCN(C(=O)COc2cccc3c2CCN(C)C3=O)CC1 | 1.7% | -7.4% | 16.5% | -4.7% | -3.1 | -5.3% | -9.2% | 108.0%[activator] | 1.8%
CN1CCc2nc3ccc(Cl)cc3c(-c3ccccc3Cl)c2C1 | -3.5% | 2.6% | -9.6% | 0.0% | -5.5 | -18.0% | -8.0% | 3.5% | 2.6%
Cc1cc(C)c2c(-n3cccc3)c(C(=O)NCCCN3CCCCC3)sc2n1 | -2.6% | 8.3% | -0.9% | -4.9% | 2.1 | -7.0% | -9.6% | -16.0% | /
CC(C)=NOc1nc(NC(=O)NS(=O)(=O)c2ccccc2Cl)nc(N(C)C)n1 | ? | -0.5% | / | / | -10.7 | -17.2% | / | 34.8%[activator] | /
C=C1NN(C(C)C(=O)O)C(=O)N1c1ccc(OCc2ccccc2)cc1 (configuration not stated) | -0.8% | 2.5% | / | / | -2.2 | / | / | 13.6% | /
Cc1nn(CC(=O)N(C)Cc2ccc(F)cc2)c(C)c1[N+](=O)[O-] | -2.0% | 0.3% | 0.178µM* | 2.2% | -10.2 | -7.2% | 1.4% | 11.0% | 8.4%
COC(=O)C1=CN(CC2CCCO2)C=C(C(=O)OC)C1c1ccccc1C(F)(F)F (configuration not stated) | -2.4% | -10.3% | 35.7% | -5.4% | 0.7 | -12.4% | 99.3%[activator] | 8.9% | -2.4%
O=S(=O)(c1ccc(N2CCOCC2)c(Cl)c1)N1CCOCC1 | -3.4% | -0.2% | 1.3% | 1.8% | -0.7 | -11.8% | 72.6%[activator] | -6.6% | 47.3%
O=C(NCc1cccnc1)C1CCCN(S(=O)(=O)c2ccc(Cl)cc2)C1 (configuration not stated) | -8.2% | -18.3% | -1.8% | 1.9% | -4.6 | 0.3% | 6.5% | 17.5% | 14.1%
C/C=C/C(=O)OCC(=O)Nc1cccc(F)c1 | -1.3% | 10.7% | 1.7% | 2.1% | -4.9 | 1.2% | -6.0% | 17.0% | -1.0%
Cc1cccc(/C=N/Nc2nncc3ccccc23)c1 | -14.8% | -6.0% | 13.9% | 1.5% | -14.4 | -14.7% | -14.2% | 12.6% | 12.5%
CN(CC(=O)Nc1ccc(F)cc1)C(=O)c1cc([N+](=O)[O-])ccc1N1CCOCC1 | -1.7% | -10.6% | / | / | -1.4 | -4.1% | / | 13.7% | 6.0%
O=S(=O)(NCc1ccco1)c1cnc(Cl)c(Br)c1 | -2.7% | -16.8% | 19.0% | 1.3% | -2.7 | -16.2% | ? | 7.5% | 1.3%
O=[N+]([O-])c1cc(C(F)(F)F)ccc1NC1CCN(Cc2ccccc2)CC1 | -2.9% | -4.1% | 11.3% | -3.1% | -1.6 | -3.1% | -12.8% | 69.9%[activator] | 0.6%
O=C(Nc1ccon1)c1ccc(Br)o1 | -1.4% | -12.3% | -0.7% | -1.9% | -2.6 | -15.7% | 2.6% | 42.0%[activator] | 10.4%
NS(=O)(=O)c1cccc(NC(=O)CCS(=O)(=O)c2ccc(Cl)cc2)c1 | -3.0% | -0.3% | 0.5% | 3.3% | -0.6 | -7.8% | -7.5% | -8.0% | -1.1%

Screens deposited in PubChem by National Center for Advancing Translational Sciences (NCATS).

An excerpt; rates above refer to the full screens.
